From PubChem
HTT ATP protect: protects HTT-Q103 PC12 cells, measured by ATP; 230,000 compounds, 0.14% hits; Potency, µM (titrated, usually from 56.4 µM), inactives show cytoprotection (ATP increase), most hits filed as activators; PC12 HTT-Q103 induced, cytoprotection, ATP luminescence, 40 h; AID 1471;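 note: potency is the fitted concentration of half-maximal effect; % of control where 0% means no effect; nearly all actives have a fitted effect of over 45% in size; toxic huntingtin expression switched on by the ecdysone agonist tebufenozide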
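Huntington model: PC12 line, ecdysone-inducible HTTQ103 exon1–GFP, tebufenozide 100 nM. Test articles in a dose series. Endpoint luminescence from cellular ATP.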
Lamin A splicing: modulators of lamin A splicing; AID 1487; 200,000 compounds, 0.01% hits; HeLa LMNA splicing GFP/RFP minigene ratio, 48 h; Potency, µM (series often up to 46.1 µM), for the others: at the top dose ratio change, negative = inhibition, usual class: inhibitors; active = well fitted inhibition curve with a large enough effect in the signal ratio, with a control signal flat, not every such curve was filed as active; inconclusive = small, poorly fitted or top-dose-only effect, or effect the other way, or a change in a side signal; the % refers to the signal ratio; note: potency is the fitted concentration of half-maximal effect; % is set by controls: 0 for no effect and ±100 for the full control effect
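S3 HeLa cells stably expressing lamin A-EGFP splicing minigene plus DsRed2, 600 cells/well, 48 h compound exposure at 37C. Laser-scanning cytometry; analysed as GFP (500-530 nm)/RFP (575-640 nm) total intensity ratio; 0.5% DMSO vehicle.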
GAA inhib: inhibitors of human lysosomal alpha-glucosidase | Potency, µM (highest dose often 76.9 µM), for inactives: top-dose activity change, negative = inhibition, actives largely listed as inhibitors | AID 1466 | 200,000 compounds, 0.005% hits | purified human GAA, 4-MU-alpha-glucoside fluorescence | P10253;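 note: potency is the fitted concentration of half-maximal effect; plate controls were uninhibited enzyme wells for no effect and no-enzyme background for full effect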
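Enzyme (4 nM final) mixed with compound (up to 77 uM), then 4-MU-alpha-D-pyranoside (400 uM final) added; 20 min at room temperature, pH 5.0. Reaction stopped at pH 10, fluorescence read, AC50 derived by Hill fit.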
HttQ103 aggreg: inhibitors of mutant huntingtin aggregate formation in PC12 cells | PC12 HttQ103-GFP aggregates, Acumen cytometry, 40 h | Potency, µM (highest dose often 46.1 µM), without a hit: at the top dose activity change, negative = inhibition, actives largely listed as inhibitors | 220,000 compounds, 1.1% hits | AID 1688; note: potency is the fitted concentration of half-maximal effect; % is set by controls: 0 for no effect and ±100 for the full control effect; nearly all actives have a fitted effect of over 60% in size
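Huntingtin Q103 exon 1–GFP aggregates in induced PC12 cells (100 nM tebufenozide) were quantified by cytometry from lysates, with compounds dosed in titration.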
aGlu spleen mod: inhibits or activates alpha-glucosidase in human spleen homogenate. 240,000 compounds, 0.006% hits. human spleen homogenate, 4-MU-alpha-glucoside fluorescence. P10253. Potency, µM (top dose mostly 79.9 µM), for the others: at the top dose activity change, negative = inhibition, hits mostly inhibitors;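 note: potency is the fitted concentration of half-maximal effect; 0% = enzyme with vehicle and -100% = no enzyme basal signal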
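Enzyme source: human spleen homogenate, 1 ug/well. Buffer 50 mM citric acid/K phosphate pH 5.0, 0.01% Tween-20. 4-MU-alpha-glucoside 1 mM; 37 C x 40 min; NaOH/glycine stop; fluorescence.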
CBFb RUNX1 block: blocks binding between human CBF-beta and RUNX1. AID 1477. Potency, µM (top dose mostly 59.8 µM), without a hit: top-dose activity, negative = inhibition, hits mostly inhibitors. 230,000 tested, under 10 active. AlphaScreen CBFb-His/RUNX1-biotin binding, biochemical. Q01196+Q13951; note: % of control where 0% means no effect
Target sequence (Q01196 whole entry, looked up): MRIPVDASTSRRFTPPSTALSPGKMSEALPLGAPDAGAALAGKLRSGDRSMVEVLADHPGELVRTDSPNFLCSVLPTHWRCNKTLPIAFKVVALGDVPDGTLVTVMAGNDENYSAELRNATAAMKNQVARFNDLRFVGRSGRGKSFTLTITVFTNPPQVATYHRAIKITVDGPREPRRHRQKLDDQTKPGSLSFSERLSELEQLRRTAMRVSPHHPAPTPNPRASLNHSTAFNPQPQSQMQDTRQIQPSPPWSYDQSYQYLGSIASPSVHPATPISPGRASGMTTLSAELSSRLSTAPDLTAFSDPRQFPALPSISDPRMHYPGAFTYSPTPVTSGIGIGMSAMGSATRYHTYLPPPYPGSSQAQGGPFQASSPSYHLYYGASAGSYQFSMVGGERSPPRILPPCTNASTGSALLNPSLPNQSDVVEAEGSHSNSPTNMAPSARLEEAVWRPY
Target sequence (Q13951 whole entry, looked up): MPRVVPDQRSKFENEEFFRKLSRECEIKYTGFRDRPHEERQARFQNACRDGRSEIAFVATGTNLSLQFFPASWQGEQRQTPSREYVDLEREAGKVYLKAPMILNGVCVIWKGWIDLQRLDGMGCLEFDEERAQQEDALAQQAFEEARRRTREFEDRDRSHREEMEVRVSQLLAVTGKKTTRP
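Compounds were screened at multiple concentrations against a preformed CBF-beta(His)/RUNX1(biotin) complex (30 nM of each) for 15 min at room temperature, followed by 90 min with nickel and streptavidin beads and AlphaScreen reading.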
GAA glycogen mod: inhibitors or activators of human alpha-glucosidase glycogen cleavage; P10253; recombinant GAA, glycogen substrate, Amplex Red glucose oxidase fluorescence; Potency, µM (titrated, usually from 76.4 µM), for the others: at the highest dose activity change, negative = inhibition, usual class: inhibitors; 300,000 compounds, 0.38% hits; AID 2100;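 note: potency is the fitted concentration of half-maximal effect; 0% = full enzyme reaction and -100% = no-enzyme basal signal; the screen sought inhibitors and activators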
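Recombinant enzyme (4 nM final) with compounds titrated up to 77 uM and bovine liver glycogen (30 ug) in citrate pH 5.0, 0.01% Tween-20, 37 C 40 min. Released glucose detected by Amplex Red/glucose oxidase (Ex 573/Em 610); AC50 from Hill fits.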
Active calls of the source: *; [ ] = dose if it differs, or a comment. Unless noted, calls come from the whole dose curve; as a rule, active = well fitted curve in the direction sought with a large enough effect; inconclusive = small, poorly fitted or top-dose-only effect, or another doubt; inactive = no such curve, though single readings can be large; an effect the other way counts as inactive or inconclusive.

For O=C(CSc1nc2ccccc2[nH]1)NCc1ccc(F)cc1 the results were HTT ATP protect -5%, Lamin A splicing -4%[46 µM], GAA inhib -7%, HttQ103 aggreg 7%, aGlu spleen mod 2%, CBFb RUNX1 block -19% and GAA glycogen mod 4%.
`COC(=O)CCC(=O)NNC(=O)c1ccc([N+](=O)[O-])cc1` gave HTT ATP protect -6%, GAA inhib 6%, HttQ103 aggreg 12%, aGlu spleen mod -11%, CBFb RUNX1 block -2% and GAA glycogen mod 2%.
`COC(=O)CCS(=O)(=O)c1cc(Cl)ccc1Cl` gave HTT ATP protect 7%, Lamin A splicing 12%, GAA inhib 0%, HttQ103 aggreg 6%[9.22 µM], aGlu spleen mod 10%, CBFb RUNX1 block -12% and GAA glycogen mod -7%.
For CCc1ccc(N(C(=O)c2csnn2)C(C(=O)NC(C)(C)C)c2ccccn2)cc1 (stereo not drawn) the results were HTT ATP protect 13%[10 µM], Lamin A splicing inconclusive, GAA inhib 9%, HttQ103 aggreg 9%[9.22 µM], aGlu spleen mod -1%, CBFb RUNX1 block 0% and GAA glycogen mod 5%.
`O=C(O)CCn1c(-c2ccccc2)cc2c1CCCC2=O` gave HTT ATP protect -14%, Lamin A splicing 19%, GAA inhib -2%[15.4 µM], HttQ103 aggreg 8%, aGlu spleen mod 14%, CBFb RUNX1 block 16% and GAA glycogen mod -10%.
`COc1cccc(-c2cc(C(=O)Nc3cc(C)on3)no2)c1` gave HTT ATP protect 5%, Lamin A splicing 2%, GAA inhib -11%, HttQ103 aggreg 6%, aGlu spleen mod -1%, CBFb RUNX1 block 0% and GAA glycogen mod -7%.
Screening CCSc1nc2ccccc2c(=O)n1C1CCOC(C)(C)C1 (stereo not drawn) returned HTT ATP protect -46%, GAA inhib -3%, HttQ103 aggreg -20%, aGlu spleen mod -8%, CBFb RUNX1 block -1% and GAA glycogen mod 4%.
For COC(=O)c1sc2nc(CSc3nc4ccc(C)cc4[nH]3)[nH]c(=O)c2c1C the results were HTT ATP protect 10%, Lamin A splicing 6%, GAA inhib -3%, HttQ103 aggreg 8%, aGlu spleen mod -6%, CBFb RUNX1 block 5% and GAA glycogen mod -1%.
`COCCn1c(=O)c(-c2cccs2)nc2cnc(OC)nc21` gave HTT ATP protect 8%, Lamin A splicing -10% and aGlu spleen mod 8%.
CCc1ccc(NC(=O)N(CCN(C)C)C(C)c2cccnc2)cc1 (stereo not drawn) was read as HTT ATP protect -15%, Lamin A splicing 4%, GAA inhib -7%, HttQ103 aggreg 12%, aGlu spleen mod 2%, CBFb RUNX1 block 1% and GAA glycogen mod 16%.

Of the compounds above, these have an aryl thioether with sulfur outside any ring.
For O=C(CSc1nc2ccccc2[nH]1)NCc1ccc(F)cc1 the results were HTT ATP protect -5%, Lamin A splicing -4%[46 µM], GAA inhib -7%, HttQ103 aggreg 7%, aGlu spleen mod 2%, CBFb RUNX1 block -19% and GAA glycogen mod 4%.
Screening CCSc1nc2ccccc2c(=O)n1C1CCOC(C)(C)C1 (stereo not drawn) returned HTT ATP protect -46%, GAA inhib -3%, HttQ103 aggreg -20%, aGlu spleen mod -8%, CBFb RUNX1 block -1% and GAA glycogen mod 4%.
For COC(=O)c1sc2nc(CSc3nc4ccc(C)cc4[nH]3)[nH]c(=O)c2c1C the results were HTT ATP protect 10%, Lamin A splicing 6%, GAA inhib -3%, HttQ103 aggreg 8%, aGlu spleen mod -6%, CBFb RUNX1 block 5% and GAA glycogen mod -1%.

Additional records:
For CCOc1ccc2nc(N3CCC(C(=O)N4CCN(c5ncccn5)CC4)CC3)sc2c1 the results were HTT ATP protect -9%, HttQ103 aggreg 22%[9.22 µM], aGlu spleen mod 1%, CBFb RUNX1 block 2% and GAA glycogen mod 2%.
For C/C=C/c1ccc(OCC(=O)O)c(OC)c1 the results were HTT ATP protect 18%[10 µM], Lamin A splicing 11%[46 µM], GAA inhib -1%, HttQ103 aggreg 6%[9.22 µM], aGlu spleen mod -7%, CBFb RUNX1 block 1% and GAA glycogen mod -7%.
`COc1cc(C2NCCC(=O)C2(C)C)cc(OC)c1OC` (stereo not drawn) gave Lamin A splicing -4%, GAA inhib -1%, HttQ103 aggreg -7%, aGlu spleen mod 4%, CBFb RUNX1 block 6% and GAA glycogen mod -9%.
`O=C(CCCn1c(=O)[nH]c2cc(Cl)ccc2c1=O)NC1CCCCCCC1` gave HTT ATP protect 23%, Lamin A splicing 1%, GAA inhib 2%, HttQ103 aggreg -6%, aGlu spleen mod -5%, CBFb RUNX1 block -9% and GAA glycogen mod 9%.
CC(C)CCNC(=O)c1cccc(Cl)c1 was read as HTT ATP protect -6%, Lamin A splicing -8%, GAA inhib -9%, HttQ103 aggreg -12%, aGlu spleen mod 3%, CBFb RUNX1 block 10% and GAA glycogen mod 4%.
FC(F)(F)c1ccnc(NCc2ccco2)n1 was read as HTT ATP protect 11%[10 µM], HttQ103 aggreg -10%[9.22 µM], aGlu spleen mod 8%, CBFb RUNX1 block 13% and GAA glycogen mod 7%.
Screening CCCCc1[nH]c(=O)c(C#N)c2c1CCCC2 returned HTT ATP protect -25%, Lamin A splicing 6%, GAA inhib -12%, HttQ103 aggreg -6%, aGlu spleen mod -5%, CBFb RUNX1 block 3% and GAA glycogen mod 0%.
Screening COc1cc2c(=O)n(CC3CCCO3)c(=O)n(CC(=O)Nc3ccc(F)cc3F)c2cc1OC (stereo not drawn) returned HTT ATP protect -11%, Lamin A splicing -16%, GAA inhib -3%, HttQ103 aggreg 6%, aGlu spleen mod -4%, CBFb RUNX1 block inconclusive and GAA glycogen mod 0%.
CCCNC(=O)/C=C/c1ccc(C(C)C)cc1 was read as Lamin A splicing inconclusive, GAA inhib -12%, HttQ103 aggreg -9%, aGlu spleen mod 7%, CBFb RUNX1 block 8% and GAA glycogen mod 7%.
For CCCn1nc([N+](=O)[O-])c(C(C#N)c2nc3ccccc3s2)c(Cl)c1=O (stereo not drawn) the results were HTT ATP protect 13µM*, Lamin A splicing inconclusive, GAA inhib 4%, aGlu spleen mod -2%, CBFb RUNX1 block inconclusive and GAA glycogen mod -15%.
For O=C(CSc1nnc(-c2ccco2)n1-c1ccccc1)NCc1ccc2c(c1)OCO2 the results were HTT ATP protect 8%[0.074 µM], Lamin A splicing -3%, GAA inhib 0%, HttQ103 aggreg -17%, aGlu spleen mod -14%, CBFb RUNX1 block 9% and GAA glycogen mod 3%.
O=c1c(Cl)c(NCc2ccccc2)cnn1C12CC3CC(CC(C3)C1)C2 was read as HTT ATP protect -39%[10 µM], Lamin A splicing -18%, GAA inhib 3%, HttQ103 aggreg 4%, aGlu spleen mod -8%, CBFb RUNX1 block -10% and GAA glycogen mod 8%.
Screening O=c1cc(CCl)nc2sc3ccccc3n12 returned HTT ATP protect -31%[inhibitor], Lamin A splicing inconclusive, GAA inhib -2%, HttQ103 aggreg inconclusive, aGlu spleen mod -5%, CBFb RUNX1 block -20% and GAA glycogen mod 5%.
Screening Cc1sc2nc(CN3CCOCC3)nc(NCCc3ccccc3)c2c1C returned HTT ATP protect -1%, Lamin A splicing -6%, GAA inhib -7%, HttQ103 aggreg 20%[9.22 µM], aGlu spleen mod 2%, CBFb RUNX1 block -8% and GAA glycogen mod 5%.
Screening O=C(c1ccco1)N1CCN(CC(=O)N2c3ccccc3CCc3ccccc32)CC1 returned HTT ATP protect -13%, Lamin A splicing -6%, GAA inhib 9%, HttQ103 aggreg -19%, aGlu spleen mod -6%, CBFb RUNX1 block 6% and GAA glycogen mod -22%.
`COc1cccc(CNC(=O)C2CCN(S(=O)(=O)N3CCCC3)CC2)c1` gave HTT ATP protect 9%, Lamin A splicing 6%, GAA inhib -2%, HttQ103 aggreg -1%, aGlu spleen mod -10%, CBFb RUNX1 block 8% and GAA glycogen mod 6%.
COc1cc(/C=N/N=C2/NC(=O)C(c3ccccc3)S2)ccc1O (stereo not drawn) was read as HTT ATP protect 5%[10 µM], Lamin A splicing -7%, GAA inhib 3%, HttQ103 aggreg 11%, aGlu spleen mod 1%, CBFb RUNX1 block 5% and GAA glycogen mod inconclusive.
For O=C(NCCOc1ccccc1)c1ccccc1 the results were HTT ATP protect -6%, Lamin A splicing 13%, GAA inhib -15%, HttQ103 aggreg 1%, aGlu spleen mod -2%, CBFb RUNX1 block -5% and GAA glycogen mod 9%.
CCSc1nnc(NC(=O)CSc2nc3c(cc2C#N)CCCC3)s1 was read as HTT ATP protect -64%[inhibitor], Lamin A splicing -4%, GAA inhib -3%, HttQ103 aggreg -20%, aGlu spleen mod -1%, CBFb RUNX1 block 8% and GAA glycogen mod 7%.
Screening Cc1ccc(NC(=O)CCC(=O)NNC(=O)c2cccc([N+](=O)[O-])c2)cc1C returned HTT ATP protect 11%[10 µM], Lamin A splicing inconclusive, GAA inhib 1%, HttQ103 aggreg -19%, aGlu spleen mod -2%, CBFb RUNX1 block 4% and GAA glycogen mod 7%.
CC(Nc1cc(N2CCNCC2)ccc1[N+](=O)[O-])c1ccccc1 (stereo not drawn) was read as Lamin A splicing -7%, GAA inhib -1%, HttQ103 aggreg -8%, aGlu spleen mod 15%, CBFb RUNX1 block 5% and GAA glycogen mod 0%.
`Cc1sc2ncnc(N(C)CCc3ccccn3)c2c1C` gave HTT ATP protect 3%[10 µM], HttQ103 aggreg 2%[9.22 µM], aGlu spleen mod 9%, CBFb RUNX1 block 8% and GAA glycogen mod 0%.
O=S(=O)(NC1CCCCC1Nc1ccccc1)c1ccccc1 (stereo not drawn) was read as HTT ATP protect inconclusive, Lamin A splicing -7%, GAA inhib 0%, HttQ103 aggreg 11%, aGlu spleen mod 2%, CBFb RUNX1 block -5% and GAA glycogen mod -3%.
CC(=O)c1cnc2c(-c3ccccc3)cnn2c1C was read as HTT ATP protect -16%, Lamin A splicing inconclusive, GAA inhib -5%, HttQ103 aggreg 0%, aGlu spleen mod -7%, CBFb RUNX1 block 5% and GAA glycogen mod 6%.
Cc1nc2ccccc2c(-c2ccccc2)c1C(=O)c1ccccc1 was read as HTT ATP protect inconclusive, Lamin A splicing inconclusive, GAA inhib inconclusive, HttQ103 aggreg -14%, aGlu spleen mod -10%, CBFb RUNX1 block 2% and GAA glycogen mod -5%.
`CSc1ccccc1NC(=O)c1ccccc1N(Cc1ccccc1)S(C)(=O)=O` gave HTT ATP protect -59%[inhibitor], Lamin A splicing -8%, GAA inhib 1%, HttQ103 aggreg -15%, aGlu spleen mod -3%, CBFb RUNX1 block 4% and GAA glycogen mod 0%.
